DUSP3 inh: VHR1 phosphatase inhibitors, primary screen, biochemical, absorbance, uHTS | recombinant VHR phosphatase, pNPP absorbance | inhibition, % at 13.3 µM | 290,000 tested, 0.52% active; in the data active = inhibition above about 50%; also: some compounds called inactive have numbers as strong as hits
Target sequence (P51452 whole entry, looked up): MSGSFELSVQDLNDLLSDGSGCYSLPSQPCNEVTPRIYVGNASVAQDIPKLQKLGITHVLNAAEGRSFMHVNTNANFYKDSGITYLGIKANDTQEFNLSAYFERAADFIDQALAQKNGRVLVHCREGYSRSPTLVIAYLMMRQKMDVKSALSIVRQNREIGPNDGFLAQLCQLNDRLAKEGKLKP
Vc quorum ag: inducers of Vibrio cholerae quorum light production without autoinducers, primary screen, BH1578 luxS cqsA deficient, single point; V. cholerae BH1578 lux reporter, luminescence, 6 h; activation, % at 18.7 µM; 350,000 tested, 0.16% active; in the data active = activation mostly above about 9.7%, no sharp cut-off; inconclusive = no clear call, values can overlap the other calls; inactive = mostly below about 3.7%; also: not every result past the cut was called active; inactives centre near 0; reference of the scale not given here
TcdB inh: TcdB glycohydrolase inhibitors, primary screen, biochemical, single point, plate reader; TcdB glycohydrolase enzymatic assay; inhibition, % at 9.99 µM; 350,000 tested, 0.24% active; in the data active = inhibition above about 10%
PfHsp40 yeast: rescue of yeast from PfHsp40 toxicity, primary screen, S. cerevisiae, ATP luminescence; S. cerevisiae expressing PfHsp40, growth rescue; 340,000 tested, 0.68% active; AID 504582, 2011; growth rescue, % at 12.5 µM; in the data active = growth rescue above about 28%, passing the limit was not always enough; inconclusive = no clear call, values can overlap the other calls;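 also: yeast W303a lacking pdr1 and pdr3 grown in galactose medium; growth measured after three days at 30 °C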
SARS 3CLpro inh: SARS-CoV 3CLpro protease inhibitors, primary screen, biochemical, quenched FRET. Replicase polyprotein 1ab (Severe acute respiratory syndrome coronavirus), P0C6X7. recombinant SARS-CoV 3CLpro, quenched FRET peptide cleavage. inhibition, % at 6 µM. 290,000 tested, 0.14% active; in the data active = inhibition above about 12%
CCHF vOTU inh: CCHFV vOTU protease inhibitors, primary screen, biochemical, Pep-AMC substrate, fluorescence; Crimean-Congo hemorrhagic fever virus L polyprotein viral ovarian tumor (vOTU) protease …; inhibition, % at 11.5 µM; 370,000 tested, 0.55% active; in the data active = inhibition above about 30%; also: 0% = vehicle wells with enzyme and 100% = no enzyme wells
BoNT A protease: BoNT/A light chain protease inhibitors, primary screen, biochemical, flow cytometry, MLPCN library | multiplex microsphere protease substrate cleavage | AID 588499, 2011 | Botulinum neurotoxin type A light chain protease (Clostridium botulinum A str. ATCC 3502) | inhibition, % at 10 µM | 360,000 tested, 0.17% active; also: plate controls were buffer without enzyme for full effect and enzyme alone for no effect
Y pestis TopoI: Yersinia pestis topoisomerase I inhibitors, primary screen, biochemical, cleavage product accumulation, plate reader, single point; DNA topoisomerase I (Yersinia pestis CO92); Y. pestis Topo-I cleavage product accumulation; activity, % at 10 µM; 360,000 tested, 0.064% active; in the data active = activity above about 50%, passing the limit was not always enough; inconclusive = no clear call, values can overlap the other calls; also: inactives centre near 2
PriA SSB inh: inhibitors of Klebsiella pneumoniae PriA binding to SSB C-terminal tail, primary screen, biochemical, AlphaScreen. PriA–SSB C-terminal tail interaction (Klebsiella pneumoniae). inhibition, % at 33 µM. 430,000 tested, 0.6% active. AlphaScreen SSBct-PriA binding, biotinylated peptide; in the data active = inhibition mostly above about 37%, no sharp cut-off; inactive = mostly below about 20%;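 also: plate controls were negative control peptide for no effect and reference peptide for full effect; strong numbers were not always called active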
Anthrax LF prot: Bacillus anthracis LF protease inhibitors, primary screen, biochemical, multiplex microsphere, MLPCN library | Lethal factor (Bacillus anthracis), P15917 | multiplex microsphere protease cleavage assay | inhibition, % at 10 µM | 360,000 tested, 0.12% active | AID 588501, 2011; also: plate controls were buffer without enzyme for full effect and enzyme alone for no effect
Target sequence (P15917 whole entry, looked up): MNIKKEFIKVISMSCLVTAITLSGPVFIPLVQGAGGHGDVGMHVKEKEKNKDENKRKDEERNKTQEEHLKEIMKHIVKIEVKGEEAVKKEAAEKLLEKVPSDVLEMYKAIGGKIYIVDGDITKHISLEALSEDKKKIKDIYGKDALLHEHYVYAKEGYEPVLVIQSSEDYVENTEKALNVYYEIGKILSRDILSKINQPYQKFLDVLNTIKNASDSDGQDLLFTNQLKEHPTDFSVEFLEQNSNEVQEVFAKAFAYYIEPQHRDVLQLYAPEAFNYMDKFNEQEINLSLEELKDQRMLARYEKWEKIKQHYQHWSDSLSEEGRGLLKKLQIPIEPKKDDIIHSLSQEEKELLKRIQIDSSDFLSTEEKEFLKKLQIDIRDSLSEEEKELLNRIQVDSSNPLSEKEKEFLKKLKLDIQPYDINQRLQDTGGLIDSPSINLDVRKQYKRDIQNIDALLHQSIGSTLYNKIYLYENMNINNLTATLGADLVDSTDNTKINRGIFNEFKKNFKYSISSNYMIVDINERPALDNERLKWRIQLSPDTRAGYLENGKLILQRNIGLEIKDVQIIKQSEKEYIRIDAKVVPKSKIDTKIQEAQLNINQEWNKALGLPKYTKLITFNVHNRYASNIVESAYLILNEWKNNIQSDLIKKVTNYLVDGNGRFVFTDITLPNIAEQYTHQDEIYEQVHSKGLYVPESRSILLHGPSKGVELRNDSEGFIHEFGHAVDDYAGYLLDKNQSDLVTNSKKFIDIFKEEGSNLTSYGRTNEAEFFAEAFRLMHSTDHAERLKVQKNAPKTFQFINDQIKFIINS
Active calls of the source: *; i = inactive; u = inconclusive; x = no result given. Rule as the data show it, unless noted: active = inhibition above about 30%; inconclusive = no clear call, values can overlap the other calls; inactive = below that. These rows are one share of the data; rates above refer to the full screens.

SMILES,CCHF vOTU inh,PriA SSB inh,SARS 3CLpro inh,BoNT A protease,Anthrax LF prot,Vc quorum ag,TcdB inh,DUSP3 inh,PfHsp40 yeast,Y pestis TopoI
CCCNC(=O)C1(C)CCN1C(=O)c1ccccc1CCc1ccccc1 (configuration not stated),11.5,x,x,-0.1,-1.8,-0.4,-6.1,x,x,20.7
O=C(N/N=C/c1cc(Br)ccc1OC(=O)c1ccc(Br)cc1)c1ccncc1,12.4,x,2.0,0.5,0.3,0.6,1.7,-14.9,-0.2,11.3
Cc1ccccc1C(=O)NNC(=O)C1CCN(C(=O)Nc2ccccc2)CC1,-3.2,3.9,x,0.6,0.0,-0.7,7.0,x,0.5,-2.9
COC(=O)C1(C)NC(c2ccco2)C2C(=O)N(c3ccc(C)cc3)C(=O)C21 (configuration not stated),3.9,16.2,-7.5,-0.1,-7.5,i,x,9.9,-0.3,3.3
C/C(=N\N=C(/N)SC1CC(=O)N(c2ccccc2)C1=O)c1cccs1 (configuration not stated),10.7,x,3.1,0.0,-2.0,-1.5,x,9.7,1.6,4.9
COC(=O)c1ccc(OC(=O)C2CC(=O)N(c3cccc(C)c3)C2)cc1 (configuration not stated),-6.8,-21.2,-1.9,u,-2.7,i,x,-2.0,-0.4,-6.9
Nc1ccn(C2CC(O)C(CO)O2)c(=O)n1 (configuration not stated),5.6,-2.3,-0.7,-1.2,-7.4,-0.3,1.0,17.3,3.0,3.8
CCCCc1ccc(S(=O)(=O)NNC(=S)NCc2ccco2)cc1,-6.5,-10.3,-1.1,-0.3,-0.1,-0.8,-0.5,-11.0,2.9,5.4
COCCN(CC(=O)Nc1cccc(C)c1C)C(=O)C1(c2ccccc2)CC1,-3.1,10.9,x,-0.3,-3.5,i,0.1,x,-0.6,2.9
Cc1cccc([C@@H]2[C@@H]3C(=O)N(Cc4ccccc4)C(=O)[C@@H]3[C@]3(Cc4ccccc4)C(=O)N(c4ccccc4)C(=O)N23)c1,7.9,-6.1,x,-0.7,-1.3,-1.4,-2.8,x,1.2,6.0
COC(=O)C(NC=O)C(O)(Cc1ccccc1)C(F)(F)F (configuration not stated),-2.9,-2.4,-2.0,0.9,-3.0,-5.0,x,32.2,0.1,-4.0
O=C(Nc1ccc(F)cc1)C(c1ccccc1)N1CCN(S(=O)(=O)c2ccccc2)CC1 (configuration not stated),13.0,-2.1,2.2,0.3,1.7,-3.6,x,7.8,0.4,9.5
O=C(COc1ccccc1Cl)N(Cc1ccco1)C1CCS(=O)(=O)C1 (configuration not stated),-12.3,2.6,-3.0,3.8,1.7,0.0,x,47.7,-0.1,13.8
Cc1ccc(NC(=O)CSc2nnc(NC(=O)C(C)C)s2)c(C)c1,3.6,1.7,-0.1,0.3,-0.3,0.0,0.6,4.4,-0.1,-8.7
COc1nc(-c2cccc([N+](=O)[O-])c2)nc2ccccc12,-9.8,-2.9,-1.0,-0.1,0.4,i,1.4,9.0,x,-4.1
Cc1cccc(C(=O)NC2CCN(CC(=O)Nc3ccccc3Cl)CC2)c1,-4.0,-4.9,3.0,-3.8,4.2,i,1.3,19.2,0.1,20.8
Cc1ccc(S(=O)(=O)N2CCN(C(=O)N(C)C)CC2)cc1C,1.5,-6.6,-2.0,0.6,-0.6,x,x,7.2,-0.8,-8.1
O=C(Nc1ccccc1)C1=C(O)CC(c2ccco2)CC1=Nc1ccccc1 (configuration not stated),-2.5,8.3,0.8,-0.7,-2.1,0.1,x,40.7,-1.3,-2.9
CN(c1ncnc(N)c1[N+](=O)[O-])C1CCCCC1,17.1,-0.1,0.8,-1.2,-2.1,-0.2,2.4,-32.1,-0.5,13.0
Cc1oc2c(CN3CCCCC3)c(O)ccc2c(=O)c1-c1ccc(Cl)cc1,-70.2,-8.3,-1.3,-1.3,-0.8,i,0.3,-2.4,0.1,2.6

4 entries from above, with values under each structure.
Second line of a record: CCHF vOTU inh | PriA SSB inh | SARS 3CLpro inh | BoNT A protease | Anthrax LF prot | Vc quorum ag | TcdB inh | DUSP3 inh | PfHsp40 yeast | Y pestis TopoI
CCCNC(=O)C1(C)CCN1C(=O)c1ccccc1CCc1ccccc1 (configuration not stated)
 : 11.5 | x | x | -0.1 | -1.8 | -0.4 | -6.1 | x | x | 20.7
O=C(N/N=C/c1cc(Br)ccc1OC(=O)c1ccc(Br)cc1)c1ccncc1
 : 12.4 | x | 2.0 | 0.5 | 0.3 | 0.6 | 1.7 | -14.9 | -0.2 | 11.3
Cc1ccccc1C(=O)NNC(=O)C1CCN(C(=O)Nc2ccccc2)CC1
 : -3.2 | 3.9 | x | 0.6 | 0.0 | -0.7 | 7.0 | x | 0.5 | -2.9
COC(=O)C1(C)NC(c2ccco2)C2C(=O)N(c3ccc(C)cc3)C(=O)C21 (configuration not stated)
 : 3.9 | 16.2 | -7.5 | -0.1 | -7.5 | i | x | 9.9 | -0.3 | 3.3

Other entries follow:
SMILES,CCHF vOTU inh,PriA SSB inh,SARS 3CLpro inh,BoNT A protease,Anthrax LF prot,Vc quorum ag,TcdB inh,DUSP3 inh,PfHsp40 yeast,Y pestis TopoI
CSc1ncccc1C(=O)OCC(=O)NC(C)(C)C,-13.6,-5.9,2.4,-0.3,-0.9,-0.7,3.4,-8.9,-0.5,2.6
O=c1c2ccc(Cl)cc2[nH]c(=S)n1-c1cccnc1,19.3,-15.4,3.0,-0.9,0.5,-0.6,10.4*,6.7,0.7,-11.9
O=C(NNC(=O)c1ccccc1F)c1ccc2[nH]c(=O)c(=O)[nH]c2c1,-6.9,-6.3,-1.6,0.3,0.7,i,0.3,10.4,-0.1,-3.1
O=C1c2ccccc2C(=O)N1OCCCN1C(=O)c2ccccc2S1(=O)=O,6.4,-2.3,x,-0.6,2.8,-1.9,1.4,x,-0.4,-0.4
C[C@]12C=CC(=O)C=C1CC[C@H]1[C@@H]3C[C@@H](O)[C@](O)(C(=O)CO)[C@@]3(C)C[C@H](O)[C@@]12F,-2.3,-3.1,0.8,-0.4,4.6,0.8,0.6,8.6,-0.1,-5.6
COc1ccc(C(=O)C2CCCN(C(=O)c3cccc(Cl)c3F)C2)cc1OC (configuration not stated),17.2,-10.1,-2.5,0.7,3.2,2.2,1.2,-0.7,-0.2,17.6
COC(=O)Cn1c(=O)c(C(=O)CCl)c(N)n(Cc2ccccc2)c1=O,-2.5,-1.8,2.0,-0.8,-10.2,-4.8,0.6,8.7,0.6,2.0
CCOC(=O)c1cc(-c2ccc(OC(F)F)cc2)nc2c1c(=O)[nH]c(=O)n2C,-28.8,-9.8,0.6,-1.1,-5.9,-0.4,x,8.2,-0.4,-4.8
CCOP(=O)(OCC)C(NC(=O)c1ccc(OC)c(OC)c1)c1ccccc1 (configuration not stated),-4.4,0.0,4.3,-1.5,-2.0,-0.3,-0.3,3.6,-0.6,-6.5
Cc1ccc2c(COC(=O)c3ccccc3Cl)cc(=O)oc2c1,-3.1,-5.1,6.5,-2.8,-4.6,-0.4,-0.8,16.0,1.2,-1.6
COCCNC(=O)c1cc(S(=O)(=O)N2CCC3(CC2)OCCO3)ccc1F,28.9,x,x,-0.5,-0.4,-0.1,-2.3,x,x,6.3
Cc1nnc(SCCn2c(N(C)Cc3ccccc3)nc3c2c(=O)n(C)c(=O)n3C)s1,-9.8,2.6,-0.3,0.7,3.6,-1.0,x,x,0.1,6.6
Cc1ccc(C(=O)Nc2ccncc2)cc1[N+](=O)[O-],-7.5,-14.3,1.9,-0.6,-7.3,15.2,1.1,17.6,-0.4,1.7
COc1ccc(OC)c(N/C=C2/CCCCC2=O)c1,-12.4,15.3,-2.7,-4.4,-2.1,1.0,x,-3.8,-1.0,11.4
Cc1ccc(OCC(=O)Nc2cccc(S(=O)(=O)N3CCCCCC3)c2)cc1C,13.2,-4.2,x,1.6,3.3,i,4.8,x,1.4,46.9
CCOc1ccccc1NC(=O)CCN(c1ccc(C)cc1)S(=O)(=O)c1ccccc1,-5.9,-11.0,6.9,-1.0,-2.2,-0.2,x,-7.2,1.0,22.8
CCCN(CC(=O)Nc1ccccc1C)C(=O)C1CCN(C(=O)Nc2ccccc2)CC1,-6.6,-5.2,x,-2.3,-6.7,-1.4,-1.7,x,0.5,-1.0
O=C(Nc1cccc(NC(=O)c2ccc(Cl)cc2)n1)c1ccc(Cl)cc1,5.7,-11.4,0.3,x,x,i,0.9,-1.5,-2.8,4.5
CCCCc1nc2cc(C(=O)N(C)C(C)c3ccccn3)ccc2o1 (configuration not stated),13.8,-15.7,-3.4,0.5,1.6,i,0.5,1.8,0.2,19.5
COc1ccc(C2CC(O)(c3ccccc3)Oc3cc(OC)ccc32)cc1 (configuration not stated),-1.1,-2.0,x,0.2,8.8,i,0.3,-0.7,15.8,13.6
Cc1cc(OCc2cc(C(=O)O)oc2C)c2c3c(c(=O)oc2c1)CCCC3,-11.3,0.7,6.1,-1.9,1.4,5.0,x,22.8,1.0,7.7
CSc1ccccc1OCc1cc(C(=O)NCCC2=CCCCC2)no1,-2.1,-17.3,-0.4,1.7,-2.0,i,1.0,19.2,1.0,4.7
Cc1ncc([N+](=O)[O-])n1CCOC(=O)Nc1ccc([N+](=O)[O-])cc1,-21.4,-13.9,1.4,1.4,1.1,0.1,-1.3,37.8,-0.4,-2.9
Cc1cccc(N2C(=O)c3cccc4cccc(c34)C2=O)c1,1.6,-12.1,-1.9,0.1,-1.7,0.0,2.1,16.0,u,4.4
C=C(C)C1CC=C(C)/C(=N/NC(=O)c2cccc([N+](=O)[O-])c2)C1 (configuration not stated),-1.9,x,-2.4,-0.5,-0.4,-1.1,x,13.4,-1.9,3.4
Cc1[nH]c2ccc(C(=O)N3CCN(c4ccccc4Cl)CC3)cc2c1C,13.4,8.3,3.9,0.9,-3.2,i,1.5,-12.9,2.7,-1.6
CC(C)N(C(=O)COC(=O)c1ccc(Cl)s1)c1ccccc1,6.3,-3.4,x,-0.5,-1.8,i,1.9,x,-1.3,9.1
c1ccc2c(NCC3CCCO3)nc(N3CCCCC3)nc2c1 (configuration not stated),-18.3,-8.8,0.3,1.1,-1.7,i,0.5,8.5,-0.6,5.6
O=C1NC2=C(C(=O)CCC2)C(c2ccccc2Cl)N1 (configuration not stated),-14.8,-15.5,-1.9,-0.2,-4.1,1.1,0.7,x,1.1,-7.1
COc1ccc(Cn2nnnc2CN2CCOCC2)cc1,5.2,-4.4,-0.1,-0.1,-6.0,-4.0,0.1,13.2,-1.1,1.2
CCc1nnc(N/N=C/c2c(C)[nH]c3ccccc23)n1N,112.4*,x,1.9,-0.6,2.2,-0.4,0.8,28.8,0.1,-7.6
N#C/C(=C(/O)COC(=O)CCCNC(=O)c1ccc(Cl)cc1)c1nc2ccccc2[nH]1,11.2,x,-6.0,0.4,2.2,-0.6,x,13.8,0.7,4.1
CCCc1ccc(OCC(=O)Nc2cc(S(=O)(=O)CC)ccc2O)cc1,3.6,-1.1,-1.3,-1.4,0.5,-0.3,1.2,-7.4,-0.5,22.0
Cc1ccc(C(C)(C)C)cc1S(=O)(=O)Nc1ncnc2sccc12,10.5,-6.4,x,0.9,5.4,2.5,-3.3,x,250.9*,5.4

Assay outcomes (PubChem)
